From PubChem BioAssay
TMEM16A inh: TMEM16A chloride channel inhibitors, primary screen, cell-based, HTS. 1.2% of 310,000 active. Anoctamin-1 (Mus musculus), Q8BHY3. normalized B-score (activity score, 25-100; higher = stronger inhibition) at 10 µM. HEK293 TMEM16A/YFP iodide influx fluorescence, ionomycin;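 active = ratio plate-corrected score three or more library SD toward inhibition, starting fluorescence score within five deviations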;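 note: score derived from kinetic fluorescence span divided by baseline fluorescence per well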
hERG rescue: hERG rescue from dofetilide block, primary screen, cell-based, CHO-hERG, FluxOR thallium flux, dofetilide IC70 | Voltage-gated inwardly rectifying potassium channel KCNH2 (Homo sapiens), Q12809 | dofetilide IC70 present | activation (rescue from dofetilide block), less the hit threshold, % at 10 µM | 0.51% of 310,000 active | AID 1511, 2009;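 active = activation above the mean of controls blocked by dofetilide plus 5 SD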;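 note: thallium influx through hERG after potassium depolarization seen as dye fluorescence rise; in these data hits start at about 4.7%; inactives centre near -7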
TMEM16A act: TMEM16A chloride channel activators or potentiators, primary screen, cell-based, HTS | Anoctamin-1 (Mus musculus), Q8BHY3 | HEK293 TMEM16A/YFP-H148Q/I152L, iodide quench fluorescence; active compounds read low | B-score at 10 µM | 0.3% of 340,000 active;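 active = fluorescence-ratio B-score plate-corrected deviation score at least 3 library SD below zero, with starting fluorescence score within 5 deviations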;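 note: channel opened by trigger with iodide after compound preincubation; score built on the fluorescence ratio of max minus min over baseline; more negative score means more quench and so TMEM16A activation or potentiation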
KCNK3 inh: human KCNK3 channel inhibitors, primary screen, CHO cells, FluxOR thallium flux, B-score; Potassium channel subfamily K member 3 (Homo sapiens), O14649; FluxOR fluorescence; active compounds read low; B-score at 10 µM; 0.84% of 340,000 active; AID 602410, 2012;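 active = B-score under library mean minus 4 SD, starting fluorescence ratio at most library mean plus 5 SD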;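 note: more negative B-score means stronger inhibition of thallium flux through KCNK3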
HDAC3 inh: HDAC3 deacetylase inhibitors, primary screen, biochemical, fluorescence, cell-free homogeneous; 0.15% of 320,000 active; AID 2718, 2010; inhibition, % at 8.3 µM; Histone deacetylase 3 (Homo sapiens), O15379; recombinant HDAC3, fluorogenic peptide/trypsin coupled; in the data active = inhibition above about 26%, passing the limit was not always enough
Target sequence (O15379 whole entry, looked up): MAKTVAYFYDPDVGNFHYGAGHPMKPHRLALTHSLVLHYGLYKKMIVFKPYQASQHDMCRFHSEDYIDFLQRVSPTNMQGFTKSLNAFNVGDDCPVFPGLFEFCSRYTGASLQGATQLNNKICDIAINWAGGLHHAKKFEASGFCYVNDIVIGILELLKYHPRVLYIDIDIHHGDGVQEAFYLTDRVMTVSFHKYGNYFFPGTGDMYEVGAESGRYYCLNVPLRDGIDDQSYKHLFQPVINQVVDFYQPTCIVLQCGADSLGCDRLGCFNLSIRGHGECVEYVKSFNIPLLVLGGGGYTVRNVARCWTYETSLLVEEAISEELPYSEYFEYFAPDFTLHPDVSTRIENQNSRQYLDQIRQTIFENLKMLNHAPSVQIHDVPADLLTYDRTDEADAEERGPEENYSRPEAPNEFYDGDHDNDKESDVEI
TRPC4 act: activators of mouse TRPC4 channel, primary screen, Fluo4 calcium, HEK293 TRPC4beta/mu-opioid cells; Short transient receptor potential channel 4 (Mus musculus), Q9QUQ5; Fluo4 calcium fluorescence; active compounds read high; B-score at 10 µM; 0.49% of 310,000 active;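 active = B-score above 5 SD of library B-scores, and initial fluorescence ratio not above library mean plus 5 SD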;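 note: positive B-score marks a calcium rise read as TRPC4 activation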
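Technique: kinetic Fluo4 calcium fluorescence; Test system: TRPC4beta and mu-opioid receptor HEK293 stable cells; Measure: B-scored integrated calcium fluorescence ratio; Benchmarks: low control buffer alone, high control maximal DAMGO; Schedule: 45 min room-temperature Fluo4 loading, 110 s read.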
KCNQ1 act: potentiators or activators of KCNQ1 channel, primary screen, cell-based, thallium flux, high-throughput | Potassium voltage-gated channel subfamily KQT member 1 (Homo sapiens), P51787 | CHO-K1 KCNQ1, thallium flux FluxOR fluorescence; active compounds read high | B-score at 10 µM | 0.35% of 310,000 active | AID 2648, 2010;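 active = fluorescence ratio B-score, a plate-corrected score, at least three library SD, with initial intensity B-score within 5 SD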
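Assay system: stable KCNQ1 CHO-K1 line; medium: assay buffer, equal DMSO in all wells; timing: 90 min dye loading and 20 min compound exposure, both at room temperature; technique: kinetic FluxOR thallium fluorescence, 10-s 1-Hz baseline, 110-s post-stimulus read; read-out basis: B score of baseline-normalized fluorescence ratio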
KCNQ1 inh: inhibitors of human KCNQ1 channel, primary screen, cell-based, thallium flux, high-throughput; Potassium voltage-gated channel subfamily KQT member 1 (Homo sapiens), P51787; CHO-K1 KCNQ1, FluxOR thallium flux fluorescence; active compounds read high; B-score at 10 µM; 1.3% of 310,000 active;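 active = compounds whose thallium flux B-score, printed positive for inhibition, exceeds three library SD while starting fluorescence stays within three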;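 note: channel opened by potassium depolarization with thallium stimulus after 20 min compound exposure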
Dyrk1A ADPGlo: rat Dyrk1A kinase inhibitors, primary screen, biochemical, single point, plate reader | Dual specificity tyrosine-phosphorylation-regulated kinase 1A (Rattus norvegicus), Q63470 | AID 504441, 2011 | 0.43% of 310,000 active | inhibition, % at 12.5 µM | ADP-Glo luminescence, NFATc1 peptide; in the data active = inhibition above about 50%;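 note: plate controls were vehicle with enzyme for no effect and no enzyme for full effect; many of its hits are not listed in these tables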
KCNK9 inh: KCNK9 potassium channel inhibitors, primary screen, HEK293 cells, thallium flux | Potassium channel subfamily K member 9 (Homo sapiens), Q9NPC2 | AID 488922, 2010 | 1.2% of 310,000 active | FluxOR thallium flux fluorescence; active compounds read low | B-score at 10 µM;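 active = ratio B-score over 3 SD below the library mean, with starting fluorescence within 5 SD of its mean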;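 note: negative B-score means less thallium flux so channel inhibition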
Target sequence (Q9NPC2 whole entry, looked up): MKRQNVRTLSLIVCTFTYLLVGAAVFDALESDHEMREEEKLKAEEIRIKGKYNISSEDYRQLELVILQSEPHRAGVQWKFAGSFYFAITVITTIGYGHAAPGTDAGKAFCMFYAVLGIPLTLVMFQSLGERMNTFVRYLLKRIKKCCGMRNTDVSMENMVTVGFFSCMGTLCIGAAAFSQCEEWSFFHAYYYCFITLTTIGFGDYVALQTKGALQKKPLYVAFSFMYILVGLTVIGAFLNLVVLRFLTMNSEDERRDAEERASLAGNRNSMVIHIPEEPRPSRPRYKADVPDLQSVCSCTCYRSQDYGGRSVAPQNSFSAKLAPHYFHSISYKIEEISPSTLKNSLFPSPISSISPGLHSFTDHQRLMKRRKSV
TRPC4 potent: positive allosteric modulators of TRPC4, primary screen, cell-based, mouse TRPC4beta, HEK293 mu-opioid, Fluo-4 calcium | Short transient receptor potential channel 4 (Mus musculus), Q9QUQ5 | DAMGO EC20, Fluo-4 Ca2+ flux; active compounds read high | B-score at 10 µM | 0.42% of 310,000 active;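 active = B-score of calcium response area above 5 SD of library B-scores, with initial fluorescence ratio within 5 SD of library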;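 note: B-score of integrated fluorescence ratio over time as area under calcium response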
* marks the source's active call; other numbers are inactive results; i = inactive; · = no result given.

Sequence of screens: TMEM16A inh	hERG rescue	TMEM16A act	KCNK3 inh	HDAC3 inh	TRPC4 act	KCNQ1 act	KCNQ1 inh	Dyrk1A ADPGlo	KCNK9 inh	TRPC4 potent
COc1ccc(S(=O)(=O)N2CCc3ccccc3C2)cc1C(=O)O
 : i	-6	i	i	-3	i	i	i	-3	i	i
O=C(CN1C(=O)CSc2ccc(S(=O)(=O)N3CCOCC3)cc21)NCc1ccc(Cl)cc1
 : i	-7	i	i	7	i	i	i	2	i	i
O=C(Nc1cccc(C(=O)O)c1)/C(=C\c1ccc2c(c1)OCO2)NC(=O)c1ccccc1
 : i	-3	i	i	6	i	i	i	-1	i	i
N#C/C(=C\c1cccc(O)c1)C(=O)Nc1ccc2c(c1)OCCO2
 : i	-9	i	i	-1	i	i	i	-10	i	i
Cc1nc2cc(C(F)(F)F)ccc2n1C1CCN(CC(=O)N2CCCC2)CC1
 : i	-20	i	i	-2	i	i	i	11	i	i
O=C(NN=C1CCCCCC1)c1c[nH]c2ccccc12
 : i	-3	i	i	-2	i	i	i	1	i	i
NS(=O)(=O)c1cccc(NC(=S)NCc2ccc3c(c2)OCO3)c1
 : i	-6	i	i	10	i	i	i	15	i	i
CS(=O)(=O)N(CC(=O)Nc1ccccc1-c1ccccc1)c1cccc(F)c1
 : i	-18	i	i	2	i	i	i	5	i	i
Cc1cc(C)cc(NC(=O)CN2CCN(CCN=CC3=C(O)CC(c4ccc(Cl)cc4)CC3=O)CC2)c1 (centres undefined)
 : i	-11	i	i	8	i	i	i	-2	i	i
CCCC/C(C)=N/NC(=O)NC1CCCCC1
 : i	-10	i	i	0	i	i	i	-1	i	i
O=C(NCCOCc1ccc(Cl)cc1)c1ncn[nH]1
 : i	-12	i	i	2	i	i	i	-2	i	i
O=C(CN(Cc1ccccc1)C(=O)CNS(=O)(=O)c1ccc(Cl)cc1)NCC1CCCO1 (centres undefined)
 : i	-7	i	i	3	i	i	i	2	i	i
Cc1ccc(NC(=O)c2ccccc2N(C)S(C)(=O)=O)cc1C
 : i	-7	i	i	1	i	i	i	-2	i	i
Cc1ccc2nc(N3CCN(S(=O)(=O)c4ccc5c(c4)OCCO5)CC3)c(C#N)cc2c1
 : i	-15	i	i	-1	i	i	i	-2	i	i
Cc1nc2ccccc2nc1OCc1cccc([N+](=O)[O-])c1
 : i	-12	i	i	2	i	i	i	1	i	i
CCOC(=O)C1CCN(C(=O)CNC(=O)c2nn(-c3ccc(OC)cc3OC)c(=O)c3ccccc23)CC1
 : i	-9	i	i	1	i	i	i	4	i	i
Cc1ccc(-c2nc3ncccc3o2)cc1NC(=O)c1sc2ccccc2c1Cl
 : i	-11	i	i	1	i	i	i	6	i	i
CCCN(CC(=O)c1cc(C)n(C)c1C)S(=O)(=O)c1cccc(C(F)(F)F)c1
 : 100*	-7	i	i	14	i	i	i	0	i	i
COc1ccc(CCN2C(=O)CC(Cc3ccccc3)C2=O)cc1OC (centres undefined)
 : i	-11	i	i	-2	i	i	i	-4	i	i
Cc1ccc(S(=O)(=O)N2CCN(C(=O)COC(=O)c3ccccn3)CC2)c(C)c1
 : i	-10	i	i	-6	i	i	i	0	i	i
CC(C)N(C(=O)CSc1nc2c([nH]1)c(=O)n(C)c(=O)n2C)c1ccccc1
 : i	-3	i	i	3	i	i	i	6	i	i
CC(C)CNC(=S)NNC(=O)c1ccc2c(c1)OCO2
 : i	-7	i	i	0	i	i	i	4	i	i
CC1CCCC(NC(=O)c2ccc(COc3ccccc3)o2)C1C (centres undefined)
 : i	-10	i	i	-4	i	i	i	5	i	i
Cc1ccccc1NC(=O)CCN1CCc2ccccc2C1
 : i	-17	i	i	3	i	i	i	3	i	i
Cc1nn2c(-c3ccccn3)ccnc2c1Br
 : i	-4	i	i	-1	i	i	i	3	i	i
COc1ccc(OCC(O)CNC(=O)c2cccs2)cc1 (centres undefined)
 : i	0	i	i	-5	i	i	i	-6	i	i
O=C(/C=C/Nc1nccs1)C(F)(F)Cl
 : i	-3	i	i	54*	i	i	i	2	i	i
CCOc1cc(NC(=S)NCc2ccco2)c(OCC)cc1NC(=O)C1CC1
 : i	-2	i	i	2	i	i	i	-5	i	i
COc1ccc(N2CCN(Cc3nc4c(c(=O)n(C)c(=O)n4C)n3Cc3cccc(C)c3)CC2)cc1
 : i	-8	i	i	-2	i	i	i	13	i	i
Cc1nn(CCCC(=O)NCCCN2CCN(C)CC2)c(=O)c2c1sc1ccccc12
 : i	-5	i	i	-1	i	i	i	-3	i	i
COc1cccc(C(=O)NNC(=O)C(=O)N2CCCCC2)c1
 : i	-9	i	i	-1	i	i	i	-2	i	i
O=C(N/N=C/C=C\c1ccccc1[N+](=O)[O-])c1cccnc1
 : i	-2	i	i	13	i	i	i	·	i	i
COc1ccc2nc(Cl)c(C3CC(c4ccco4)=NN3C(=O)CCC(=O)O)cc2c1 (centres undefined)
 : i	-8	i	i	17	i	i	i	-2	i	i
COc1ccc([C@@H]2[C@@H]3C(=O)N(C(C)(C)C)C(=O)[C@@H]3[C@]3(C)C(=O)N(c4cccc(Br)c4)C(=O)N23)cc1
 : i	-4	-11*	i	-3	i	i	i	-7	i	i
CC(NC(=O)COC(=O)C1=COCCO1)C12CC3CC(CC(C3)C1)C2 (centres undefined)
 : i	-6	i	i	4	i	i	i	-5	i	i
O=C(CNC(=O)C(c1ccccc1)c1ccccc1)N/N=C\c1ccc(C(=O)O)cc1
 : i	-4	i	i	8	i	i	i	-1	i	i
COc1ccc(N2CC(C(=O)Nc3nnc(SCC(=O)NCc4ccco4)s3)CC2=O)cc1 (centres undefined)
 : i	-4	i	i	0	i	i	i	2	i	i
COc1ccc(OCC(=O)N(Cc2ccco2)C2CCS(=O)(=O)C2)cc1 (centres undefined)
 : i	-4	i	i	6	i	i	i	·	i	i
CCN(Cc1ccccc1)C(=O)c1cc(-c2ccc(OC)c(OC)c2)nc2ccccc12
 : i	-20	i	i	-6	i	i	i	2	i	i
N/C(=N\OC(=O)N1CCOCC1)c1ccc(Br)cc1
 : i	-6	i	i	0	i	i	i	·	i	i

3 compounds already listed, ordered by SMILES length, lowest first.
Sequence of screens: TMEM16A inh	hERG rescue	TMEM16A act	KCNK3 inh	HDAC3 inh	TRPC4 act	KCNQ1 act	KCNQ1 inh	Dyrk1A ADPGlo	KCNK9 inh	TRPC4 potent
Cc1nn2c(-c3ccccn3)ccnc2c1Br
 : i	-4	i	i	-1	i	i	i	3	i	i
O=C(N/N=C/C=C\c1ccccc1[N+](=O)[O-])c1cccnc1
 : i	-2	i	i	13	i	i	i	·	i	i
COc1ccc(N2CC(C(=O)Nc3nnc(SCC(=O)NCc4ccco4)s3)CC2=O)cc1 (centres undefined)
 : i	-4	i	i	0	i	i	i	2	i	i

Remaining list, next part
Sequence of screens: TMEM16A inh	hERG rescue	TMEM16A act	KCNK3 inh	HDAC3 inh	TRPC4 act	KCNQ1 act	KCNQ1 inh	Dyrk1A ADPGlo	KCNK9 inh	TRPC4 potent
COc1ccc(NC(=O)c2oc3ccccc3c2NC(=O)c2ccc3c(c2)OCO3)cc1
 : i	-20	i	-9*	-5	i	i	i	11	-11*	i
Cc1ccccc1NS(=O)(=O)c1c(C(=O)N2CCCCCC2)c(C)n(C)c1C
 : i	-7	i	i	-1	i	i	i	0	i	i
NC(=O)C1CCN(C(=O)NC2CC(=O)N(c3ccc4c(c3)OCCO4)C2)CC1 (centres undefined)
 : i	-8	i	i	-5	i	i	i	3	i	i
CCOC(=O)N1CCN(C(=O)c2ccc3c(=O)n(CCC4=CCCCC4)c(=O)[nH]c3c2)CC1
 : i	-7	i	i	7	i	i	i	0	i	i
Cc1cc(NC(=O)CCC(=O)N(C2CC2)C2(C(=O)NC3CCCC3)CCC(C)CC2)no1 (centres undefined)
 : i	-12	i	i	1	i	i	i	13	i	i
CCOCc1nnc(NC(=O)CSc2ccccc2)s1
 : i	-5	i	i	0	i	i	i	2	i	i
Cc1ccc(CS(=O)(=O)CCC(=O)NCC2CCCO2)cc1 (centres undefined)
 : i	-7	i	i	-3	i	i	i	-4	i	i
O=C(c1ccccc1)N1CCCCC(Sc2nnnn2-c2ccccc2)C1=O (centres undefined)
 : i	-1	i	i	0	i	i	i	-3	i	i
CCC(C)n1c(=N)c(C#N)cc2c(=O)n3cccc(C)c3nc21 (centres undefined)
 : i	-13	i	i	-20	i	i	i	-1	i	i
O=c1cc(-c2ccccc2)nc2nc(-c3ccco3)[nH]n12
 : i	-16	i	i	2	i	i	i	18	i	i
CN(C)C(=O)c1ccc(COc2ccccc2Br)o1
 : i	-6	i	i	-2	i	i	i	10	i	i
O=S(=O)(c1cccc(-c2n[nH]c(=S)n2Cc2ccccc2)c1)N1CCOCC1
 : i	-17	i	i	-4	i	i	i	4	i	i
CCOC(=O)CNC(=O)CSc1nc(C)cc(C)c1C#N
 : i	-7	i	i	-4	i	i	i	1	i	i
Cc1cc(C(=O)OC(C(=O)Nc2ccc(C)c(Cl)c2)c2ccccc2)c(C)o1 (centres undefined)
 : i	-3	i	i	11	i	i	i	4	i	i
CC1=C(C)CC(C(=O)N2CCN(Cc3ccc4c(c3)OCO4)CC2)C(C(=O)O)C1 (centres undefined)
 : i	-8	i	i	10	i	i	i	4	i	i
OCCN(CCO)c1ccc2ccccc2c1
 : i	-14	i	i	-59	i	i	i	7	i	i

Only part of the results is shown. The share of hits here may be higher or lower than overall.
